p53ts 39C tox: cytotoxicity in p53ts cells at nonpermissive temperature; H1299-p53A138V viability at 39C, ATP luminescence, 24 h; Potency, µM (highest dose often 46.1 µM), without a hit: top-dose activity change, negative = cell killing, usual class: cytotoxic; hit rate 1.5% among 130,000; AID 902; also: nearly all actives have a fitted effect of over 55% in size
IkB sig inh: IkB pathway inhibition in ABC-DLBCL cells; ABC-DLBCL IkBa-CBG/CBR dual luciferase ratio, 4 h; response scale: scaled: untreated 0%, proteasome inhibitor 100%; Potency, µM (highest dose often 57.1 µM), inactives show at the top dose IkBa stabilization activation; hit rate 0.04% among 110,000; AID 445; active = well fitted curve in the direction sought with a large enough effect in the signal ratio, not every such curve was filed as active; inconclusive = small, poorly fitted or top-dose-only effect, or a change in a side signal; the % refers to the signal ratio;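 also: the direction sought is a rising ratio; 0% = basal untreated cells and 100% = reference inhibitor full response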
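In this assay, an IκBα–CBG68 fusion accumulates when IKK-driven degradation is blocked; native CBR normalizes for cell number. OCI-Ly3 cells were treated 4 h with compound and doxycycline, then green and red light read after Chroma-Glo addition.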
Peg3 imprint: genomic imprint erasure induction; mouse ES Peg3-LacZ reporter, beta-gal luminescence, 40 h; Potency, µM (series often up to 60.7 µM), without a hit: at the highest dose activity change, positive = activation, usual class: activators; hit rate 0.02% among 110,000; AID 1948;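 also: 0% = negative control wells on the plate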
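Each well holds 300 Peg3LacZ-Neo (maternal) female ES cells incubated 40 h at 37C, 5% CO2. LacZ is measured by BetaGlo luminescence, with AC50 and maximum efficacy derived from dose-response curves.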
p53ts 32C kill: kills p53ts cells at the permissive temperature; H1299-p53A138V at 32C, ATP luminescence viability, 24 h; Potency, µM (doses to about 46.1 µM), for inactives: top-dose activity change, negative = cytotoxicity, usual class: cytotoxic; hit rate 0.93% among 130,000; AID 924;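 also: 0% = DMSO and -100% = full killing by reference compound; nearly all actives have a fitted effect of over 55% in size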
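H1299-p53 A138V cells (temperature-sensitive p53) exposed 24 h to up to 46 uM compound at 32C, where p53 is wild-type in conformation. Viability read as ATP luminescence and normalised to DMSO and 100 uM tamoxifen. AC50 fitted with the Hill equation.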
* marks the source's active call; other numbers are inactive results; ? = inconclusive; / = no result given; [ ] = another dose, or the depositor's remark. Unless noted, calls follow the shape of the dose curve; as a rule, active = well fitted curve in the direction sought with a large enough effect; inconclusive = small, poorly fitted or top-dose-only effect, or another doubt; inactive = no such curve, though single readings can be large; an effect the other way counts as inactive or inconclusive. Unless noted, % is scaled to controls: 0 for no effect and ±100 for the full control effect; potency is read from the fitted curve at half-maximal effect.

SMILES	p53ts 39C tox	IkB sig inh	Peg3 imprint	p53ts 32C kill
COc1ccccc1NC(=O)C1CCN(S(=O)(=O)c2ccc3[nH]c4c(c3c2)CCCCC4)CC1	-12%	-0.5%	-14%[10.9 µM]	17%
O=C(CSc1nnnn1-c1ccc2c(c1)OCCO2)N1CCc2ccccc21	-6%	-0.4%	2%	5%
Cc1ccccc1-c1noc(-c2ccc(N3CCN(c4ccccc4)CC3)c([N+](=O)[O-])c2)n1	0%	-0.4%	-10%[10.9 µM]	-9%
CC(C)NS(=O)(=O)c1ccc(CCC(=O)N2CCOCC2)cc1	3%	-1.0%	-2%	-5%
COC(=O)C1C(=O)C2=C(CC1C)NC(=O)CC2c1ccc(O)c(OC)c1 (stereo unspecified)	10%	1.3%	-8%	-7%
Cc1cc2nc(SCCN3CCOCC3)[nH]c2cc1C	-16%	/	/	-8%
CN1CCCC(OC(=O)COc2ccccc2)C1 (stereo unspecified)	5%	0.4%	-1%	-7%
CC(=O)N1CCc2cc(S(=O)(=O)NC(CC(C)C)C(=O)NCc3ccccc3)ccc21 (stereo unspecified)	23%	0.0%	3%[10.9 µM]	3%
O=C(Nc1ccc(Nc2ccccc2)cc1)C1CC1	-15%	4.4%	-14%	-25%
Cc1ccc(S(=O)(=O)Nc2ccc(Cl)cc2C(=O)c2ccccc2)cc1	-9%	/	/	26%
Cc1ccc(-c2noc(-c3cccnc3N(C)Cc3ccc(Cl)cc3)n2)cc1	-1%	-1.0%	6%[10.9 µM]	1%
O=C(CCN1CCOCC1)NCC1COc2ccccc2O1 (stereo unspecified)	11%	/	/	12%
Cc1ccccc1C(=O)NCc1nc(-c2ccc(Cl)cc2)no1	-10%	-3.4%	-9%[10.9 µM]	-3%
COc1ccc(-n2c(=O)c3ccc(C(=O)NCc4ccc(C)cc4)cc3n(CC(=O)Nc3ccc(F)cc3)c2=O)cc1	10µM*	?	5%[10.9 µM]	-24%
CCCC(=O)Nc1c(C)nn(C(=O)CCC)c1C	4%	-0.2%	2%	3%
Cn1c(=O)n(CCCOc2ccc(Br)cc2)c2ccccc21	-15%	1.9%	-18%	-11%
CCOC(=O)CSc1cc(C)nc(NC(C)=O)n1	2%	0.3%	/	-4%
CCCCN(CC)S(=O)(=O)c1ccc(C(=O)Nc2nnc(CSC)o2)cc1	25µM*	4.6%	-30%	-26%
COc1cccc(-n2c(=O)c3sc4ccccc4c3n(CC(=O)Nc3ccc(F)cc3F)c2=O)c1	?	?	-12%[10.9 µM]	-2%
COc1ccc(-n2nc(C(=O)N3CCN(c4cccc(C)c4C)CC3)c3c4ccccc4n(C)c3c2=O)cc1Cl	15%	-2.7%	-14%[10.9 µM]	4%
O=C1C2C3C=CC(C3)C2C(=O)N1c1n[nH]c(CCc2ccccc2)n1 (stereo unspecified)	-2%	-2.3%	11%	3%
CCOC(=O)CSc1ccc2nnc(-c3cccs3)n2n1	10%	-2.1%	-7%	-9%
CCn1ncc(Cl)c1C(=O)NC(C)c1ccccc1 (stereo unspecified)	13%	-2.0%	-12%	13%
COc1ccc2nc(N/C(N)=N/C(=S)Nc3cccc(C)c3)nc(C)c2c1	-8%	/	/	-25%
COCCNc1nc(C)nc2c1nc(-c1ccccc1)n2C1CCN(Cc2ccccc2)C1 (stereo unspecified)	-9%	/	-10%	-7%
CCOC(=O)c1c(NC(=O)c2ccccc2C)sc2c1CCCC2	22%	0.3%	2%[10.9 µM]	8%
c1ccc2c(c1)Oc1ccccc1S2	4%	-0.8%	-5%	7%[1.84 µM]
Nn1c(SCC(=O)Nc2ccc3c(c2)OCO3)nnc1-c1ccncc1	9%	0.7%	-1%	1%
CCOC(=O)c1cnn(CC2CCCCC2)c1N	-2%	-0.2%	-12%	-7%
O=S(=O)(Nc1ccc2c(c1)CCC2)c1cccs1	-2%	2.0%	-15%	-7%
O=C(NC1CCCCC1)N1CCCC(c2nc(-c3ccc(S(=O)(=O)N4CCCC4)cc3)no2)C1 (stereo unspecified)	-10%	2.8%	/	5%
Cc1c(C(=O)OC2CCC(C)CC2)[nH]c2c1C(=O)CC(c1ccc(N(C)C)cc1)C2 (stereo unspecified)	3%	-2.7%	-7%[10.9 µM]	8%
CC(C)OCCCn1c(=S)[nH]c2cc3c(cc2c1=O)OCO3	0%	-1.9%	-2%	0%
COc1ccc(NC(=O)N(CCCN2CCOCC2)Cc2cccnc2)c(OC)c1	-4%	-3.5%	-6%	5%
Cc1ccc(-n2ncc(C(=O)NCc3ccco3)c2C2CCN(C(=O)OC(C)(C)C)CC2)cc1	0%	2.0%	-6%[10.9 µM]	-1%
Cc1ccc(S(=O)(=O)CNC(=O)c2ccccc2)cc1	-9%	4.3%	-9%	?
CCCCn1c(SCC(=O)c2ccc3c(c2)OCCO3)nnc1-c1ccco1	1%	0.2%	-4%	-9%
CCC(=O)Nc1ncc2c(n1)CC(c1ccco1)CC2=O (stereo unspecified)	-3%	/	/	-11%
CCCc1nc(SCC(=O)N2CCN(c3ccccc3)CC2)c2c(=O)n(C)c(=O)n(C)c2n1	-3%	2.4%	-7%	3%
CCOC(=O)Nc1cccc2ccccc12	-2%	1.1%	-3%	1%

Entries of single compounds from above. Order of values: p53ts 39C tox	IkB sig inh	Peg3 imprint	p53ts 32C kill
Shown for O=S(=O)(Nc1ccc2c(c1)CCC2)c1cccs1 = -2%	2.0%	-15%	-7%
Shown for COc1ccc2nc(N/C(N)=N/C(=S)Nc3cccc(C)c3)nc(C)c2c1 = -8%	/	/	-25%
Shown for COc1ccccc1NC(=O)C1CCN(S(=O)(=O)c2ccc3[nH]c4c(c3c2)CCCCC4)CC1 = -12%	-0.5%	-14%[10.9 µM]	17%
Shown for COc1ccc(-n2c(=O)c3ccc(C(=O)NCc4ccc(C)cc4)cc3n(CC(=O)Nc3ccc(F)cc3)c2=O)cc1 = 10µM*	?	5%[10.9 µM]	-24%

The listing continues:
Compound,p53ts 39C tox,IkB sig inh,Peg3 imprint,p53ts 32C kill
CCN(Cc1ccccc1)S(=O)(=O)c1cc(C(=O)Nc2cc(Cl)cc(Cl)c2)ccc1F,-2%,?,-22%[10.9 µM],21%
COc1ccc(-c2noc(N3CCC(C(=O)N4CCN(c5ccccn5)CC4)CC3)n2)cc1,-27%,?,-14%,?
COc1ccc(/C(O)=C2/C(=O)C(=O)N(CCCN(C)C)C2c2cccnc2)cc1 (stereo unspecified),2%,0.2%,-7%,-2%
CN(C)c1ccc(CNC(=O)c2ccc3c(c2)N(C)C(=O)C2CCCCN32)cc1 (stereo unspecified),-17%,8.1%,-10%[10.9 µM],4%
Cc1cc(CN2CCN(c3ccccc3F)CC2)cs1,-5%,-1.8%,11%[10.9 µM],-4%
O=C(Nc1ccccc1C(=O)N1CCOCC1)c1noc2c1CCCC2,5%,1.2%,-16%,3%
CCOc1ccccc1NC(=O)CCNS(=O)(=O)c1cccc2nonc12,18%,-0.3%,-4%[10.9 µM],-7%
COc1ccc(S(=O)(=O)c2c(Nc3ccccc3F)sc(C(=O)c3cccc(OC)c3)c2N)cc1,-21%,1.2%,-21%[10.9 µM],32%[activator]
Cc1ccc2c(c1)C(N1CCCC1=O)CC(c1ccco1)N2 (stereo unspecified),?,-2.7%,-40%[inhibitor],?
O=C(CN1C(=O)COc2ccc(S(=O)(=O)Nc3ccccc3)cc21)Nc1cccc(Cl)c1,12%,?,?,21%
Cc1ccccc1CNC(=O)Cn1nc(C)c2nn(-c3ccc(Cl)cc3)c(C)c2c1=O,-8%,?,-5%[10.9 µM],-4%
Cc1ccc(Cl)cc1N1CCN(S(=O)(=O)c2ccc3c(c2)OCCO3)CC1,-2%,3.7%,-12%,-2%
Cc1cccc(-c2nc(SCC(=O)N3CCc4ccccc43)c3c(=O)n(C)c(=O)n(C)c3n2)c1,-6%,1.4%,-2%[10.9 µM],4%
CN(C)Cc1ccccc1-c1ccc2ncnc(NCc3ccccc3)c2c1,-2%,0.3%[11.4 µM],-19%,-5%
CCc1ccc(NCc2cc3cc(OC)c(OC)cc3n(CC(=O)Nc3ccc(F)cc3)c2=O)cc1,?,?,13%[10.9 µM],-4%
COc1cccc(NC(=O)C2CCCCC2)c1,-3%,/,/,-25%
CCN1CCN(c2nc3c(c(=O)n(C)c(=O)n3C)n2CCSc2ncccn2)CC1,-1%,3.4%,9%,-4%
O=c1[nH]c2cc3c(cc2cc1CN(CCCO)Cc1nnnn1Cc1ccc(F)cc1)OCO3,-9%,0.0%,-5%,-17%
CCCCCCC12CCC(C(=O)O)(CC1)CC2,11%,/,/,5%
CCc1ccc(C(=O)N2CCC(c3nc(-c4ccc(S(=O)(=O)N5CCCC5)cc4)no3)CC2)cc1,-24%,?,-25%[10.9 µM],-6%
COc1ccc(N2CCN(CC(O)COc3ccccc3C(C)(C)C)CC2)cc1 (stereo unspecified),?,?,-14%[10.9 µM],?
Cc1cccc(CNC(=O)CN2CC(C)Sc3ccccc32)c1 (stereo unspecified),-10%,0.9%,-3%[10.9 µM],-2%
Cc1c(C(=O)N2CCN(S(C)(=O)=O)CC2)oc2ccccc12,6%,2.1%,-24%,3%
CCCCNc1nc(C)nc2c1nc(-c1ccccc1)n2CCN(C)C,-5%,/,-13%,3%
CCc1ccc(NC(=O)Cn2c(=O)n(CCc3ccccc3)c(=O)c3sc4ccccc4c32)cc1,-29%,-1.3%,-8%[10.9 µM],3%
COc1cccc(CNC(=O)Cn2c(=O)n3nc(-c4cccc(C)c4)nc3c3ccccc32)c1,-25%,-2.9%,11%[10.9 µM],-8%
Cc1ccc(C(=O)N2CCC(C(N)=O)CC2)cc1NC(=O)c1nsc2ccccc12,4%,-1.2%,2%[10.9 µM],10%
Cc1ccccc1C(=O)Nc1cccc(-c2nnc(SCC(=O)O)n2C)c1,10%,1.1%,-3%,1%
COC(=O)c1ccc(CSc2nnnn2-c2ccccc2)o1,-8%,?,-24%,-13%
Cc1ccccc1-n1c(Cn2c(=O)sc3ccccc32)nnc1SCC(=O)NCC1CCCO1 (stereo unspecified),1%,-0.8%,-6%,-2%
Cc1nn(-c2ccccc2)c2nc(C3CC3)cc(C(=O)NCc3ccccc3Cl)c12,-1%,-0.3%,-22%[10.9 µM],3%
CC(C)N(Cc1nc(-c2ccccc2)no1)C(=O)Cc1ccccc1,6%,11%,-16%,10%
CCOC(=O)c1c(C)[nH]c(C)c1S(=O)(=O)N(C)CC(=O)NCc1ccc(Cl)cc1,5%,0.3%,14%[10.9 µM],7%
Cc1ccc(NC(=O)Cn2c(=O)n(Cc3nc(C)no3)c(=O)c3cc4c(cc32)OCO4)c(C)c1,-12%,-0.7%,6%[10.9 µM],14%
CCCCSCCCNC(=O)CS(=O)Cc1nc(-c2cccc(C)c2)oc1C (stereo unspecified),-1%,?,-5%,1%
COc1cc(/C=C/c2nc(C#N)c(N3CCCCC3)o2)cc(OC)c1OC,-11%,0.4%,-5%[10.9 µM],-4%
COc1ccc(NC(=O)C2CCCN(c3ncnc4onc(C)c34)C2)cc1OC (stereo unspecified),6%,-0.2%,-17%[10.9 µM],-4%
Nc1nonc1-n1nnc(C(=O)c2ccccc2)c1-c1ccccc1,7%,3.6%,-8%,4%
CC1(C)NC(C)(C)c2nonc2/C1=N\O,3%,1.2%,-2%,0%
CSc1cccc(NC(=O)c2ccc3c(c2)c(C)c(C)n3Cc2ccc(F)cc2)c1,2%,-0.3%,-17%[10.9 µM],-3%
O=C(CC1Oc2ccccc2NC1=O)NC1CC1 (stereo unspecified),3%,-0.2%,13%,4%
O=C(Nc1ccc(SC(F)F)cc1)c1cc(-c2ccc3c(c2)OCCO3)on1,?,?,-10%[10.9 µM],-12%

Assay outcomes (PubChem BioAssay)
